# ABHD5-PLIN5 inh: inhibitors of human ABHD5-perilipin-5 interaction; Q00G26+Q8WTS1; Split G. princeps luciferase complementation, luminescence, 4 h; inhibition, % at 4 µM; actives 0.78% (n = 360,000); AID 602281;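 active = inhibition above the mean inhibition across every tested compound plus 3 SD, cut at about 22% in these data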;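 also: 0% = DMSO only wells and the 100% control is not disclosed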
# COUP-TFII inh: NR2F2 (human) inhibition, primary screen | AID 686940 | P24468 | HEK293T NGFI-A luciferase reporter, luminescence | inhibition, % at 8.6 µM | actives 0.7% (n = 370,000);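 active = inhibition above a per-plate cutoff, mean inhibition of test wells between control levels plus 3 SD, cut at about 38% in these data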;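 also: cells cotransfected with COUP-TFII expression vector driving the NGFI-A reporter; 0% = median of COUP-TF2 test wells and 100% = reporter-only cells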
# NCOA2 inhibitor: inhibits human steroid receptor coactivator 2. HEK293 GAL4-SRC2 luciferase reporter, luminescence. AID 651957. inhibition, % at 9 µM. Q15596. actives 0.17% (n = 370,000);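 active = inhibition above the mean inhibition of all tested compounds plus 3 SD, set per campaign, cut at about 52% in these data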;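 also: 0% = DMSO treated cells and 100% = cells given Gossypol at 36 µM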
# NOD2-RIPK2 inh: inhibitors of human NOD2-RIPK2 interaction; CHO BLA complementation NOD2-RIPK2, CCF4 ratio; inhibition, % at 4.98 µM; actives 0.38% (n = 360,000); AID 624267; in the data active = inhibition above about 21%;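 also: 0% = vehicle only and 100% = reference blocker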
# Target sequence (O43353 whole entry, looked up): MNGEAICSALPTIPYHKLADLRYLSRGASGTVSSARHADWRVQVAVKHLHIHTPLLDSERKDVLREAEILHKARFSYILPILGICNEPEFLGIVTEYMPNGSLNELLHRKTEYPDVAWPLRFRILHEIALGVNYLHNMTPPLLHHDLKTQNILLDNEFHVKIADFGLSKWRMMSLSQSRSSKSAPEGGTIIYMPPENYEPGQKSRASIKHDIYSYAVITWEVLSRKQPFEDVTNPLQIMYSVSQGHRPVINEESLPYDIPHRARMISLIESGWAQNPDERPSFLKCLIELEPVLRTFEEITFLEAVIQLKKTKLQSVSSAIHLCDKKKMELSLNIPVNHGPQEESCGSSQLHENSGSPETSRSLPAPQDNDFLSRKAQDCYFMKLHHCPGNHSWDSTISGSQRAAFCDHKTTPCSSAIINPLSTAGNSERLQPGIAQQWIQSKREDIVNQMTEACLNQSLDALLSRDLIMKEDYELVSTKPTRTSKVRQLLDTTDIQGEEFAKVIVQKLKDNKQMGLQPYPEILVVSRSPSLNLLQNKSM
# TLR9-MyD88 inh: inhibitors of human TLR9-MyD88 binding. CHO BLA complementation TLR9-MyD88, CCF4 FRET ratio. AID 504734. inhibition, % at 4.98 µM. Q9NR96+Q99836. actives 0.21% (n = 340,000);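 active = inhibition above the mean over all tested compounds plus 3 SD, cut at about 21% in these data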;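 also: 0% = DMSO only wells and 100% = clavulanate BLA inhibitor control wells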
# LMP1 NFkB inh: reduces LMP1-driven NF-kappaB luciferase signal | LMP1-induced NF-kappaB luciferase reporter cells, luminescence | inhibition, % at 12.5 µM | actives 0.69% (n = 350,000) | AID 504558; in the data active = inhibition above about 41%; inconclusive = no clear call, values can overlap the other calls;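 also: 0% = neutral control wells and 100% = reference inhibitor control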
# MC4R antagonist: blocks human MC4R cAMP signaling. MC4R-expressing cells, MTII-stimulated cAMP, LANCE TR-FRET. inhibition, % at 6.5 µM. actives 0.48% (n = 360,000). AID 540295;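 active = inhibition above its plate's cutoff, the mean of tested wells on that plate plus 3 SD, cut at about 29% in these data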;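 also: 0% = Melanotan II alone and 100% = Melanotan II plus saturating MCL0020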
#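 Assay system: U2OS-MC4R stable cell line; Also added: Melanotan II; Technique: Eu-cAMP/anti-cAMP TR-FRET, emission 671 nm; Times: 30-min compound, 1-h challenge, 1-h detection, room temperature.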
# NR5A2 inv ag: NR5A2 inverse agonism in reporter assay | O00482 | HEK293T StAR-luciferase reporter, LRH-1 transfected, 24 h | inhibition, % at 3.6 µM | actives 0.13% (n = 360,000);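 active = inhibition above the mean inhibition of all tested compounds plus 3 SD, cut at about 73% in these data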;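 also: 0% = DMSO wells and 100% = reporter-only cells lacking LRH-1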
# Target sequence (O00482 whole entry, looked up): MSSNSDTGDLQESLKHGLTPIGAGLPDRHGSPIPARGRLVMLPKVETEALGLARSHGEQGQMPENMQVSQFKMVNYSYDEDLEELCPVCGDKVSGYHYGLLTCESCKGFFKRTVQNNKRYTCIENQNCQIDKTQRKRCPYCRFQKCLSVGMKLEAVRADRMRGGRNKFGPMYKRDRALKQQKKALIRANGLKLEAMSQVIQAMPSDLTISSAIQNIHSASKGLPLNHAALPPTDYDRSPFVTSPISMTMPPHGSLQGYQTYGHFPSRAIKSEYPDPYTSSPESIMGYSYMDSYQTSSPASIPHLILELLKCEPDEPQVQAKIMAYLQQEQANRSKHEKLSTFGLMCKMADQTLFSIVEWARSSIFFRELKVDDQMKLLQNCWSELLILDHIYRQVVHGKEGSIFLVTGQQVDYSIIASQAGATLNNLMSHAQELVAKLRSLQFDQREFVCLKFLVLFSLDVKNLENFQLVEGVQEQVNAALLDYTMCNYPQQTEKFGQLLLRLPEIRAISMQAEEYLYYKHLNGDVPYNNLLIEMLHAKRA
# SRC1 inh: human NCOA1 inhibition | HEK293 GAL4-SRC1 luciferase reporter, luminescence | actives 0.12% (n = 360,000) | inhibition, % at 3.6 µM;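 active = inhibition above the campaign mean plus 3 SD, with each screening campaign given its own cutoff, cut at about 60% in these data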;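 also: 0% = DMSO treated cells and 100% = gossypol at 36 µM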
# MC4R barr agon: human MC4R agonism via beta-arrestin | U2OS MC4R beta-arrestin complementation, luminescence; percent of melanotan II response, DMSO zero | activation, % at 8.9 µM | actives 0.98% (n = 360,000);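 active = activation above a per-plate cutoff, the mean activation of sample wells on that plate plus 3 SD, cut at about 8% in these data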
# SRC3 inh: inhibits human SRC3 coactivator. AID 588352. inhibition, % at 3.6 µM. actives 0.17% (n = 360,000). Q9Y6Q9. HEK293 GAL4-SRC3 luciferase reporter, luminescence;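 active = inhibition above a per-campaign cutoff, the mean of all compounds plus 3 SD, cut at about 60% in these data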;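 also: 0% = DMSO-treated cells and 100% = gossypol-treated cells at 36 µM; higher means less SRC3-driven luciferase light from the GAL4 reporter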
# Active calls of the source: *; u = inconclusive; x = no result given.
# Below each compound: MC4R antagonist, MC4R barr agon, NCOA2 inhibitor, LMP1 NFkB inh, SRC1 inh, ABHD5-PLIN5 inh, SRC3 inh, TLR9-MyD88 inh, NR5A2 inv ag, COUP-TFII inh, NOD2-RIPK2 inh
- O=C(CCc1ccccc1)NNC(=O)c1ccc(Br)cc1
  4, -0.1, 14, 0, -5, -7, -5, 0, -8, -2, -4
- COC(=O)c1cc(C#N)c(Oc2ccccc2OC)nc1C
  9, 0.1, 11, 1, 9, -4, -12, -3, 9, -16, 1
- CCC(C)(C)NC(=O)c1cc(S(=O)(=O)N2CCCCC2)ccc1N1CCOCC1
  2, 0.7, -13, -1, 4, -6, 10, 7, 9, -15, 2
- CCCN(C(=O)C1CC(=O)N(c2ccccc2C(C)CC)C1)C1CCS(=O)(=O)C1 (configuration not stated)
  2, -1.0, 15, -3, 0, -4, 0, 1, -2, 13, 5
- O=c1cc(CN2CCOCC2)c2ccccc2o1
  x, x, -10, x, 4, -1, 7, x, 6, -16, -11
- COC(=O)NCC(c1ccco1)N1CCN(c2ccc(F)cc2)CC1 (configuration not stated)
  0, -2.3, -3, -4, 8, -2, 19, -6, 17, 0, 5
- Cn1c(N)c(C(=O)CSc2nnc(Cc3cccs3)n2C2CC2)c(=O)n(C)c1=O
  11, 0.1, -11, -2, 8, 5, -2, -8, -23, -2, 10
- O=C(O)CCCCCCCCCCP(=O)(c1ccccc1)c1ccccc1
  -6, -1.0, 0, -8, -14, -5, 18, -5, -8, 19, -7
- COc1ccc2c(c1)C(=C(C#N)C#N)C(=O)N2CCc1ccccc1
  12, 1.2, -2, 0, 4, 10, 18, 16, 7, -4, 4
- Cc1c(C(=O)Nc2cccc(-c3nnc4n3CCCCC4)c2)oc2ccccc12
  8, -2.6, -11, 0, 2, -4, 7, -4, -15, 6, -16
- CCOC(=O)C1(C)CCN1C(=O)c1ccc(C)cc1 (configuration not stated)
  4, -0.2, -5, x, -13, 3, 1, x, 12, 6, 1
- CC1(C)OC(C)(C)/C(=C/Nc2ccccc2)C1=O
  5, -0.4, -8, -3, 8, 0, 6, -4, 6, -4, 3
- N#CCC(=O)Nc1ccc(C(=O)OCc2ccccc2Oc2ccccc2)cc1
  3, 0.8, 7, -4, -7, -7, -10, 4, 19, 7, 4
- O=C(Cc1ccc(Br)cc1)Nc1ncc([N+](=O)[O-])s1
  4, -1.3, -41, -18, -50, -6, -62, 0, -55, -33, 5
- CCOC(=O)CNC(=O)CSc1nnc(-c2ccccc2)n1Cc1ccco1
  3, 0.7, 3, -3, 5, -1, 14, -7, 4, 15, -4
- COc1cc(OC)cc(C(=O)NC(=S)Nc2cccnc2)c1
  0, -2.7, -21, -4, -20, 3, 7, -6, -14, -5, -5
- CC(=O)N(C)/C=C1\Sc2ccccc2C1=O
  4, 0.2, -9, -9, -15, -4, 1, 3, 4, 0, 5
- O=C(Nc1ccc2c(c1)OCCO2)C(C1CC1)n1c(=O)c(-c2ccccc2)nc2ccccc21 (configuration not stated)
  x, x, 14, x, x, -2, x, x, 10, 5, 3
- O=C(NCC(c1ccco1)N1CCN(c2ccc(F)cc2)CC1)C(=O)NC1CC1 (configuration not stated)
  2, -1.6, -9, 3, -15, 5, 1, -10, 10, 7, -9
- O=C(Nc1ccc(N2CCOCC2)c(Cl)c1)c1ccc2c(c1)OCCO2
  4, -1.2, -8, -8, -14, 3, -39, -3, -47, 4, 9
- C=CCNC(=S)NNC(=O)c1ccc(OCCCC)cc1
  -4, 0.5, 14, 6, 5, -4, 7, -5, 12, 4, 9
- O=C(CCNc1ccc(F)cc1)c1cccc([N+](=O)[O-])c1
  4, 0.9, -23, 4, -14, -6, -4, 2, -16, 9, -10
- O=C(Nc1nc(-c2ccc(Cl)s2)cs1)c1ccncc1
  6, 3.1, 18, 7, 13, -2, 17, 7, -15, 18, -13
- Fc1ccc(-c2cc(C(F)(F)F)nc(NCC3CCCO3)n2)cc1 (configuration not stated)
  7, 2.2, -36, 2, -5, -6, 5, -12, 8, -19, -2
- COC(=O)c1cc(C(=O)OCC(=O)NC2CCCCCCC2)cc([N+](=O)[O-])c1
  2, -0.1, 13, -8, -2, -2, -7, -2, 14, 5, -5
- COc1ccc(CNC(=O)C2CCN(S(=O)(=O)c3ccc4c(c3)CC(C)N4C(=O)C3CC3)CC2)cc1 (configuration not stated)
  0, -1.8, 10, 4, 5, 7, 6, -3, -13, 18, 7
- CCOc1c(Br)cc(C(=O)NCCCn2ccnc2)cc1OC
  4, -1.1, -29, 11, 6, 3, 2, -5, -13, 5, -7
- O=C(Nc1ccccc1)Nc1ccc(Br)cc1F
  2, 1.9, -60, -37, -53, 4, -40, -6, -69, -12, -19
- Cn1c(=O)c2c(nc(CN3CCN(c4ccccc4F)CC3)n2CCN2CCOCC2)n(C)c1=O
  10, -1.2, -24, 2, -6, 3, -21, -2, 11, -11, 0
- CC(NCC(=O)Nc1cc(S(=O)(=O)N2CCCCCC2)ccc1Cl)c1ccccc1 (configuration not stated)
  -1, -1.9, 23, 7, -5, -3, 3, -5, 9, 13, -1

# Brought forward from above: 4 entries; new compounds follow.
# Below each compound: MC4R antagonist, MC4R barr agon, NCOA2 inhibitor, LMP1 NFkB inh, SRC1 inh, ABHD5-PLIN5 inh, SRC3 inh, TLR9-MyD88 inh, NR5A2 inv ag, COUP-TFII inh, NOD2-RIPK2 inh
- CCOc1c(Br)cc(C(=O)NCCCn2ccnc2)cc1OC
  4, -1.1, -29, 11, 6, 3, 2, -5, -13, 5, -7
- O=C(Nc1ccccc1)Nc1ccc(Br)cc1F
  2, 1.9, -60, -37, -53, 4, -40, -6, -69, -12, -19
- Cn1c(=O)c2c(nc(CN3CCN(c4ccccc4F)CC3)n2CCN2CCOCC2)n(C)c1=O
  10, -1.2, -24, 2, -6, 3, -21, -2, 11, -11, 0
- CC(NCC(=O)Nc1cc(S(=O)(=O)N2CCCCCC2)ccc1Cl)c1ccccc1 (configuration not stated)
  -1, -1.9, 23, 7, -5, -3, 3, -5, 9, 13, -1
- Cn1c(C(=O)NCCc2ccccc2)cc(=O)n(C)c1=O
  11, 2.6, -7, 2, 0, -5, 19, -15, 18, -4, -7
- COc1ccc(NC(=O)C2CCCN(S(C)(=O)=O)C2)cc1 (configuration not stated)
  12, -1.6, 0, 3, 4, -7, -6, 4, 5, 0, -16
- CCOc1cccc(N(C(=O)Cc2cccs2)C(C(=O)NC2CCCCC2)c2cccn2C)c1 (configuration not stated)
  9, -0.9, -4, 0, -3, -5, 7, -6, 3, 11, -1
- CC(C)CC(NC(N)=O)C(=O)OCC(=O)N(Cc1ccccc1)Cc1ccccc1 (configuration not stated)
  4, -2.6, -4, 0, -5, 0, 2, -1, -3, -3, -8
- COc1ccc2c(C)c(CCC(=O)NC3CC3)c(=O)oc2c1
  7, -0.2, 10, 0, -13, 0, -21, 8, -18, -4, 4
- Cc1ccc(S(=O)(=O)N/N=C2\C(=O)C3(C)CCC2C3(C)C)cc1 (configuration not stated)
  4, -2.2, -4, -4, -10, -4, -4, 8, 20, 16, -3
- Cc1cc(N2CCN(C(C(=O)NC3CCCC3)c3ccco3)CC2)c2ccccc2n1 (configuration not stated)
  x, x, 4, x, x, 4, x, x, 18, 8, -14
- COC(=O)CC1C(=O)NCCN1C(=O)OC(C)(C)C (configuration not stated)
  -2, -1.4, -15, 2, -15, 3, 15, -2, -11, -4, 9
- O=C(COC(=O)CC1CCCCC1)Nc1c(Cl)cccc1Cl
  8, 1.5, -11, 0, -4, 8, -3, -11, -6, -16, 0
- COc1ccc2c(c1)OC[C@H]1[C@@H]2N2C(=O)[C@@H](C)NC(=O)[C@@]2(C)[C@H]1c1ccccc1
  -6, 0.3, -6, -8, -12, -4, -6, 10, -1, -6, 1
- CC(C)(C)c1cc(C(=O)NNC(=O)c2ccc(Cl)cc2)no1
  3, -0.9, -5, -1, -9, -5, 17, 0, -22, 25, -3
- O=C(c1ccco1)N1CCN(c2cc(=O)n(C3CCCCC3)c(=O)[nH]2)CC1
  3, -0.7, -3, 6, -12, 6, 4, 4, 8, 8, -5
- Cc1ccc(COc2ccc(S(=O)(=O)N3CCCC3)cc2C(N)=O)cc1
  -6, -0.5, 9, 15, 2, 2, 3, -8, 14, 12, -3
- Cc1cc(C)n(C(=O)COc2c(C)cccc2C)n1
  -7, -1.5, -22, -1, -25, -1, -9, -6, -7, 11, -9
- Cc1csc(Nc2nc(N)c(C(=O)Nc3ccccc3)o2)n1
  12, -0.4, -57, -16, -35, -1, -47, -8, -49, -44, -8
- CC(=O)Nc1ccc(OS(=O)(=O)c2ccccc2C)cc1
  3, -2.0, 1, -11, -15, -4, -3, 0, -18, 11, 6
- Cc1ccccc1NC(=S)NCCc1ccccn1
  3, -1.9, -18, 6, -3, 3, 1, -1, -1, 7, 1
- CC1CCN(S(=O)(=O)N2CCC(C(=O)NC(C)c3ccccc3)CC2)CC1 (configuration not stated)
  0, 0.2, 3, 4, 3, -5, -18, 2, -11, 21, -2
- O=C(Nc1nc(-c2ccccn2)cs1)c1cc(Cl)ccc1[N+](=O)[O-]
  29*, -1.4, -28, u, 27, -4, 16, -8, 37, 21, -3
- CN(CC(=O)OCC(=O)NCc1ccccc1)S(=O)(=O)c1ccc(Cl)cc1
  19, -0.2, 0, -2, 16, 9, 22, -10, 20, 7, -6
- CCN(CC)C(=O)CC1(c2ccccc2OC)CCOC(C(C)C)C1 (configuration not stated)
  1, -1.2, -16, -5, -35, -1, 17, -11, 4, 21, -9
- COCCn1c(SCC(=O)Nc2nnc(C)s2)nnc1-c1ccoc1C
  4, -1.8, -38, -4, 10, -1, 11, 0, 18, -6, -7
- CCOC(=O)N1CCN(S(=O)(=O)c2c(C(=O)N3CCCCC3)c(C)n(C)c2C)CC1
  -3, 0.3, -17, -2, 3, 4, 4, -9, 7, -5, -16

# A portion taken from the entries so far, as a working copy:
# Below each compound: MC4R antagonist, MC4R barr agon, NCOA2 inhibitor, LMP1 NFkB inh, SRC1 inh, ABHD5-PLIN5 inh, SRC3 inh, TLR9-MyD88 inh, NR5A2 inv ag, COUP-TFII inh, NOD2-RIPK2 inh
- O=C(CCc1ccccc1)NNC(=O)c1ccc(Br)cc1
  4, -0.1, 14, 0, -5, -7, -5, 0, -8, -2, -4
- COC(=O)c1cc(C#N)c(Oc2ccccc2OC)nc1C
  9, 0.1, 11, 1, 9, -4, -12, -3, 9, -16, 1

# Screening data: PubChem, several laboratories

# Only part of the results is shown; the hit share may differ from the screen's.
